Compound activity (PubChem)
Jurkat tox 60K: cytotoxicity toward Jurkat T cells, primary screen, cytotoxicity control, cell-based, Jurkat E6.1, 60K MLSMR library; inhibition, % at 4 µM; Jurkat E6.1 viability, ATP luminescence, 48 h; 1.2% of 56,000 active;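 active = inhibition above the mean inhibition of all tested compounds plus 3 SD, cut at about 28% in these data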
D1 mod: D1 CRE-luciferase signal change, two-sided – cell-based, HEK293 D1, dopamine EC30, D1 allosteric modulator project, primary screen. 5.9% of 58,000 active. D(1A) dopamine receptor (Homo sapiens), P21728. dopamine EC30 potentiation; actives deviate in either direction. B-score at 10 µM. AID 641, 2007;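 active = luminescence count or its row- and column-corrected plate score outside the 99.7% band of the plate's sample wells, on either side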
tolC growth inh: growth inhibitors of E. coli tolC mutant, primary screen, strain BW25113 ΔtolC::kan, 384-well. OD615. growth inhibition, % at 10 µM (by protocol). 2.2% of 65,000 active. AID 573, 2007;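 active = growth inhibition at or above a cutoff equal to the mean over every tested compound plus 3 SD, cut at about 60% in these data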;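 also: growth measured after 20 h incubation at 37 °C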
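Doses: one dose of 10 µM final / Material: E. coli BW25113 ΔtolC::kan, tolC deletion mutant strain / Buffer or medium: LB with kanamycin 50 µg/mL / Evaluation: percent growth inhibition / Detection: optical density read at 615 nm / Incubation: 37 °C, 20 h exposure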
M1 ag: M1 muscarinic receptor agonists, primary screen, CHO-M1 cells, Fluo-4 calcium, agonist mode; Muscarinic acetylcholine receptor M1; Fluo-4 calcium fluorescence; stronger effect = higher value; B-score at 10 µM; 3% of 64,000 active; AID 626, 2007;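 active = fluorescence rise, raw or as B-score row- and column-corrected plate score, outside the 99.7% band of its plate's samples, either direction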
HEK293 NFkB inh: inhibitors of PMA/ionomycin-induced NF-kB reporter, primary screen, antigen receptor NF-kB inhibitor project, cell-based, HEK-293 luciferase reporter, luminescence; HEK-293 NF-kB luciferase reporter; inhibition, % at 3 µM; 0.21% of 62,000 active;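 active = inhibition above the mean of all tested compounds plus 3 SD, cut at about 40% in these data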;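 also: 0% = stimulated DMSO wells and 100% = 10 µM reference inhibitor 5653914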
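Timing: 1 h pretreatment, 16 h stimulation, 37 °C; system: HEK-293 cells with stable firefly luciferase reporter driven by four HIV NF-kB elements; doses: 3 µM once, 0.30% DMSO; measured by: luciferase luminescence; control set: DMSO and 10 µM reference inhibitor; repeats: single test; reagent: PMA plus ionomycin mix as NF-kB-activating stimulus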
M1 antag: antagonists of rat M1 muscarinic receptor; AID 628, 2007; Muscarinic acetylcholine receptor M1 (Rattus norvegicus), P08482; 3.4% of 64,000 active; B-score at 10 µM; CHO-M1 cells, Fluo-4 calcium, ACh EC80 antagonist mode; stronger effect = lower value;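 active = calcium fluorescence response, raw or row-and-column corrected B-score, differing from the plate sample mean either way at a set confidence level, mostly lower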
SF1 activator: activators of human SF-1, primary screen, cell-based, CHO-K1, Gal4-SF-1 LBD, luciferase luminescence | Steroidogenic factor 1 (Homo sapiens), Q13285 | CHO-K1 Gal4-SF-1 LBD luciferase reporter; % increase over DMSO SF-1-specific signal | activation, % at 10 µM | 1.9% of 65,000 active;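 active = activation above the mean activation of all tested compounds plus 3 SD, cut at about 50% in these data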
Target sequence (Q13285 whole entry, looked up, the tested form may be a part): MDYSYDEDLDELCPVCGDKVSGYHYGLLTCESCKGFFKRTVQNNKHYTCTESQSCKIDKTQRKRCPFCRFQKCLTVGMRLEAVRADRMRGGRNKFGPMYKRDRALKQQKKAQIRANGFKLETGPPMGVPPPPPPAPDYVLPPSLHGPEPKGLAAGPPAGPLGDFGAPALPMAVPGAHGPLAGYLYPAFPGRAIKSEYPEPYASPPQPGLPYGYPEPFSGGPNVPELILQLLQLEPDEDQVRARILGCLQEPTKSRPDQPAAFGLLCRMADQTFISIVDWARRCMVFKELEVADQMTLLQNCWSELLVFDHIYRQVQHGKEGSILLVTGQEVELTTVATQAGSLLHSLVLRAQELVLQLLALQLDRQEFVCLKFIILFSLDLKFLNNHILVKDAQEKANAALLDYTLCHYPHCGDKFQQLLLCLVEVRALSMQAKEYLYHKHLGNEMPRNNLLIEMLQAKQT
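Test system: CHO-K1 cells co-transfected with Gal4 DBD–human SF-1 LBD, 5xGal4 luciferase reporter. Quantity: 4,000 cells per well. Compound: 10 µM only. Incubation: compound added 1 h post-seeding, 20 h exposure at 37 °C, 5% CO2. Detection: SteadyLite luciferase luminescence. Replication: one test per compound.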
NADH enzymes: inhibitors of PK/LDH coupling enzymes, profiling panel, artefact control, biochemical, MLSMR library | AID 774, 2007 | coupled PK/LDH NADH assays, four targets | 0.02% of 65,000 active | IC50, µM (titrated, usually from 10 µM), for the others: top-dose inhibition;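 active = single-dose screening hits from any of four coupled enzyme assays that gave an IC50 when retested across doses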;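 also: the DPM-DC format reads NADH fluorescence rather than 340 nm absorbance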
TNAP act mid DEA: human TNAP enzyme activators, primary screen, biochemical, luminescent, intermediate phosphate acceptor level; Alkaline phosphatase, tissue-nonspecific isozyme (Homo sapiens), P05186; purified TNAP, CDP-star luminescence, 100 mM DEA, 30 min; stronger effect = higher value; scale: 0 levamisole-inhibited, 1 vehicle-only enzyme; 64,000 tested, under 10 active; AID 813, 2007; activation factor at 20 µM;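 active = activation factor of at least 2 at 20 µM, relative to controls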
Target sequence (P05186 whole entry, looked up): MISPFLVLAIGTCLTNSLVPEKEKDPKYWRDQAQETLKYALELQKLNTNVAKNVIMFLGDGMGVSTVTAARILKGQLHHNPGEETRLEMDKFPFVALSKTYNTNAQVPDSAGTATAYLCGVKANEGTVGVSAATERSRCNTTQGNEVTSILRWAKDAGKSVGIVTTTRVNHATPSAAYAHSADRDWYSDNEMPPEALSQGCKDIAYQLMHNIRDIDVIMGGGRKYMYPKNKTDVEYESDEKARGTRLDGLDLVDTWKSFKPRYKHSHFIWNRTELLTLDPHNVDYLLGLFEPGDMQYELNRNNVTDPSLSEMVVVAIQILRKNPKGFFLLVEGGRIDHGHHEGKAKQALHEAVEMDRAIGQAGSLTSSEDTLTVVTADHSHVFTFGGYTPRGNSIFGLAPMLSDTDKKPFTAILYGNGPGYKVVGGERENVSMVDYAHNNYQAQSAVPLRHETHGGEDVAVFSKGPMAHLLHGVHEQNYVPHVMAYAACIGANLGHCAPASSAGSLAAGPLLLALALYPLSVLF
The depositor's hits bear a star; . = no result given. No enrichment for hits; any-hit rate near 15%.

Compound	Jurkat tox 60K	D1 mod	tolC growth inh	M1 ag	HEK293 NFkB inh	M1 antag	SF1 activator	NADH enzymes	TNAP act mid DEA
CC1CC(C)CN(C(=O)CSCC(=O)Nc2nc(-c3cccs3)cs2)C1 (configuration not stated)	1.1	.	30.8	-0.591	13.0	-0.0961	16.7	5.0%	0.9
Cc1nc2ccccc2n1S(=O)(=O)N(C)C	-6.7	-0.597	-15.7	-0.647	5.8	-0.0384	-12.3	6.0%	0.9
Nc1nonc1C(=O)NC(c1ccccc1)c1ccccc1	0.9	-0.237	12.8	0.0882	8.1	0.0794	-13.2	0.0%	0.9
COc1cc(C)c(S(=O)(=O)n2ccc(C)n2)cc1C	.	.	-1.8	0.212	11.1	-0.183	4.0	3.0%	0.9
O=C(Cc1cn2ccsc2n1)Nc1ccccn1	.	0.472	-22.7	0.384	1.4	0.219	-0.3	4.0%	0.8
O=C(NCC1CCCO1)c1nnc(Cc2ccc(F)cc2)o1 (configuration not stated)	5.1	-0.655	-2.2	0.726	2.5	0.421	-1.5	4.0%	1
COc1cccc(-c2nc(C(N)=O)c3[nH]c(=O)n(-c4cccc(Cl)c4)c3n2)c1OC	-9.1	2.53	21.8	0.482	10.2	0.936	-15.0	9.0%	1
CC1CCCCN1C(=O)N[C@@H](Cc1ccccc1)C(=O)O (some centres not stated)	-1.5	-0.324	-12.7	-0.3	18.8	0.85	-0.4	12.0%	1
COc1ccc(C(=O)OCCN=C2NS(=O)(=O)c3ccccc32)cc1OC	.	.	0.0	-0.0851	20.1	0.0973	-1.7	3.0%	0.9
CCOC(=O)c1[nH]c(C)c(C(=O)Nc2ccc3c(c2)OCCO3)c1C	-1.1	.	4.3	0.0124	7.1	-0.511	0.9	5.0%	0.9
CC(=O)Nc1ccc(-n2c(C)c(C(C)=O)c(C(C)=O)c2C)cc1	-3.3	-0.853	-17.4	-0.00801	12.0	-0.613	-15.6	3.0%	0.9
CC(=O)c1ccc(NC(=O)C2CCCNC2=O)cc1 (configuration not stated)	-10.4	1.5	.	-0.0106	16.9	-0.621	-14.4	10.0%	0.9
CCC(C)NC(=O)Cn1c(=O)n(CCCCC(=O)NCc2ccco2)c(=O)c2ccccc21 (configuration not stated)	.	0.259	-3.9	1	12.6	-0.573	4.5	1.0%	0.9
COc1ccc(CCNC(=O)c2cc3sc(Cl)cc3n2C)cc1OC	-0.8	-0.343	62.8*	0.168	1.5	-0.123	2.7	2.0%	0.8
COc1ccc(C2C(C(=O)N3CCC(C)CC3)c3ccccc3C(=O)N2C)cc1 (configuration not stated)	.	0.0816	7.3	0.225	20.3	-0.604	-2.5	3.0%	0.9
O=C(NCc1cccnc1)c1cc(-c2ccccc2)on1	-7.1	0.206	-5.0	-0.489	-8.6	-0.241	10.2	11.0%	0.9
CCN(C(C)=O)c1nc(CSc2nnc(NC(C)C)s2)cs1	-2.3	0.41	6.4	-0.234	13.8	0.177	5.7	3.0%	0.8
CCOC(=O)Cc1csc(SCc2nc3ccccc3c(=O)[nH]2)n1	3.5	2.27	-5.0	-0.0298	13.7	0.443	12.4	5.0%	1
COC(=O)COc1ccc(S(=O)(=O)Nc2ccccc2C(=O)OC)cc1	-6.3	1.14	1.1	-0.373	6.6	0.00741	-15.7	5.0%	1
COc1ccc(S(=O)(=O)N2CCC(N3CCCCC3)CC2)cc1	.	.	5.5	-0.346	.	-0.622	2.9	12.0%	0.9
O=c1[nH]c(SCC2CCCCO2)nc2ccccc12 (configuration not stated)	-6.0	0.764	11.4	-0.392	-1.6	-0.00354	29.7	5.0%	1
Cn1c(NC(=O)c2cc(Cl)ccc2Cl)cc(=O)n(C)c1=O	-1.1	0.456	-11.3	-0.888	10.6	-0.0194	-0.9	3.0%	0.9
Cc1ccc(S(=O)(=O)NCC(=O)N(CC(=O)NCc2ccco2)Cc2ccc3c(c2)OCO3)cc1	4.8	1.37	1.3	0.269	7.9	1.46	-0.5	5.0%	1
O=C1c2ccccc2C(=O)N1CCc1nc2ccccc2c(=O)n1CCCn1ccnc1	-3.7	-0.402	-2.5	1.37	-16.4	-0.042	-1.1	9.0%	0.9
Cc1cc(C)n(C(=O)CCN2C(=O)c3ccccc3C2=O)n1	-4.0	0.419	-3.3	0.5	8.5	-0.0152	-12.1	8.0%	0.9
Cc1cccc2cc3c(N)c(C#N)sc3nc12	-8.3	0.0738	52.1	8.56*	-2.1	0.267	23.3	3.0%	1
CCC(=O)Nc1cccc(-c2cn3ccsc3n2)c1	-6.3	-0.402	-5.3	-0.212	2.4	-0.00639	28.8	6.0%	0.9
COc1cccc(C2NC(=O)NC(C)=C2C(=O)Nc2cccc(C)c2C)c1 (configuration not stated)	4.1	-0.0381	-12.5	0.754	18.0	-1.05	-12.4	3.0%	0.9
O=C(c1ccc(F)cc1)c1ccc(N2CCCC2)cc1	8.4	-0.0243	5.9	0.786	4.9	0.271	7.2	3.0%	0.9
Cc1ccc(NC(=O)CSC2=C(C#N)C(c3ccco3)C3=C(CC(C)(C)CC3=O)N2)cc1 (configuration not stated)	-7.8	-0.00915	69.1*	-1	7.1	0.412	-6.3	8.0%	1
COc1ccc(NC(=O)c2ccc3c(=O)n(Cc4ccco4)c(=S)[nH]c3c2)c(OC)c1	-1.5	-0.0307	41.8	-0.224	4.6	0.852	5.8	5.0%	0.9
O=C(CS(=O)CC(=O)Nc1ccc(Cl)cc1)NCC1OCCc2ccccc21 (configuration not stated)	13.1	.	16.3	0.303	21.9	-0.809	11.9	4.0%	1
COc1ccc(Br)cc1CNCCSc1nnnn1C	4.1	-0.168	-24.6	0.187	0.0	-0.0738	-0.9	9.0%	1
O=C1C(=O)N(CCO)C(c2cccc(F)c2)/C1=C(\O)c1ccc(Cl)cc1 (configuration not stated)	5.9	-0.82	1.8	0.34	13.1	-0.355	-15.4	2.0%	0.9
COc1ccccc1C1SCCN1S(=O)(=O)c1cccc(C(F)(F)F)c1 (configuration not stated)	5.9	-0.346	63.3*	0.0312	14.5	0.169	6.7	6.0%	0.9
CCOc1ccc(-n2ccnc2SCC(=O)Nc2nnc(C)s2)cc1	4.8	0.913	-8.0	0.153	-0.8	0.324	-10.5	1.0%	1
CSc1oc(-c2ccc(F)cc2)nc1S(=O)(=O)c1ccc(F)cc1	-4.8	-0.422	2.8	-0.591	8.9	1.02	-30.5	6.0%	1
CC1(C)C(c2cccs2)=NC(c2ccccc2)N1O (configuration not stated)	-0.8	3.61*	-6.6	0.0635	-3.2	0.783	-3.3	9.0%	0.9
CC(C)COC(=O)c1cc(-c2ccc(/C=N/n3cnnc3)o2)ccc1Cl	2.1	-0.0371	19.3	2.28	0.0	-0.14	3.7	8.0%	0.9
O=c1[nH]c(NC2CCCCC2)nnc1Cc1ccccc1	.	0.572	-1.3	0.388	22.4	0.609	-8.1	7.0%	1
O=C(Cc1ccccc1)N1CCC(c2nc3ccccc3[nH]2)CC1	-3.2	-0.432	-21.4	-0.0268	23.8	-0.0979	-5.8	6.0%	0.9
CN(C)S(=O)(=O)c1cccc(-c2nnc(SCc3ccc4c(c3)OCCO4)o2)c1	0.2	.	4.5	-0.919	18.3	-12.5*	4.6	5.0%	0.9
CCOC(=O)c1cnc2nc(Cc3ccccc3)[nH]n2c1=O	0.1	-0.218	-15.3	.	5.8	.	6.3	4.0%	1
COc1ccc(-c2cc(C(=O)Nc3cnn(Cc4ccccc4C)c3)no2)cc1OC	-5.0	-0.749	-6.9	-0.118	1.1	-0.465	11.5	12.0%	1
Cc1ccc(NC(=O)CSc2nnc(-c3ccc(S(=O)(=O)N4CCCC4)cc3)o2)cc1C	-3.6	0.0496	0.3	0.456	4.7	-0.0308	-9.5	7.0%	1
COc1ccccc1N(CC(=O)NC1CCCC1)C(=O)CCC(=O)Nc1cc(C)on1	-5.2	0.0126	10.7	-0.804	5.2	-0.685	-17.6	6.0%	0.9
CC(C)Oc1ccc(C2c3c(oc4ccccc4c3=O)C(=O)N2CCCN2CCOCC2)cc1 (configuration not stated)	-10.4	-0.372	12.4	1.31	19.5	0.645	16.9	6.0%	1
N#C/C(C(=O)N1CCCCC1)=C1\Nc2ccccc2S1	.	-0.358	2.4	-1.39	.	-0.263	50.5*	4.0%	0.9
CCOc1ccc(Nc2nc3c(c(=O)[nH]2)CCC3)cc1	2.8	-0.581	-0.7	0.0985	7.5	0.305	2.5	9.0%	0.9
O=S(=O)(Nc1cccnc1)c1cc(Cl)ccc1Cl	5.1	0.0426	12.9	0.405	-4.1	0.61	-23.6	2.0%	0.6
NC(=O)C1CCN(c2oc(-c3ccccc3F)nc2S(=O)(=O)c2ccc(Cl)cc2)CC1	8.1	-0.102	0.3	-0.339	7.6	1.32	-20.0	5.0%	1
COCCNC(=O)c1cn(C)c2ccc(S(=O)(=O)N(C)C3CCCCC3)cc2c1=O	8.1	0.0298	6.2	-0.279	9.7	-1.32	5.7	5.0%	0.9
